# DENV2 CPE rescue – inhibitors of DENV2 cytopathic effect | DENV2-infected cells, cytopathic effect rescue, plate reader | CPE inhibition, % at 9.99 µM | 350,000 compounds, 1.7% hits | AID 651640; in the data active = CPE inhibition above about 20%, passing the limit was not always enough; inconclusive = no clear call, values can overlap the other calls; tested in BHK-21 cells;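 also: 0% = median of neutral control wells and 100% = median of positive control wells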
# GSIS activator – GLuc luminescence reporter in INS-1E cells, primary screen for activators of glucose-dependent secretion of insulin. activation, % at 16.6 µM. 370,000 compounds, 0.61% hits. INS-1E GLuc reporter insulin secretion, 2-3 h. AID 743287;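 active = lowest replicate activation of at least 40%, so every replicate reaches that level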;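 also: 0% = median of neutral control wells and 100% = median of IBMX positive control wells; some compounds called inactive have numbers as strong as hits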
# PAX8 inh HTS – inhibitors of PAX8 transcriptional activity in RMG-I cells. 360,000 compounds, 1.2% hits. RMG-I TPO-luciferase reporter, SteadyGlo, 24 h. inhibition, % at 12.6 µM. AID 652154;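 active = mean replicate inhibition at least 60% with every replicate also reaching 60%; inconclusive = only one of the two criteria is met; inactive = mean below 60% and not all replicates reaching 60%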;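 also: luciferase light reporting Pax8 driven TPO promoter activity; plate controls were median of neutral control wells for no effect and mitoxantrone controls for full effect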
# EWS-Fli inh – inhibitors of EWS/Fli oncoprotein transcriptional activity. AID 651661. inhibition, % at 12.6 µM. A673 NR0B1-luciferase reporter, viability-normalised. 350,000 compounds, 0.67% hits;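 active = mean inhibition of at least 50% after viability correction, with every replicate also passing that limit; inconclusive = mean reaches 50% but only one of two replicates passes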;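 also: firefly luciferase signal divided by Alamar Blue viability fluorescence both relative to DMSO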
# F508del corr – CFTR F508del correction in bronchial cells; AID 720511; CFBE cells, YFP halide quenching; stimulated with forskolin plus potentiator P3; % fluorescence drop versus neutral controls; activity (quench increase), % at 7.58 µM; 350,000 compounds, 0.36% hits;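 active = mean added fluorescence quench of at least 8% versus neutral control, with both replicates also reaching 8%; inconclusive = only one of the mean or replicate conditions met; inactive = mean below 8% and not both replicates reaching 8%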;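 also: cells transiently co-express mutant CFTR-F508del with the halide-sensitive YFP; corrector assay measuring rescue of mutant channel to the surface after 24 h compound exposure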
# ARNT-TACC3 inh – disruptors of human ARNT/TACC3 interaction. AID 623870. AlphaScreen His-ARNT PAS-B/GST-TACC3 binding, luminescence; TACC3 fragment carries E629A point mutation. 390,000 compounds, 0.66% hits. inhibition, % at 9.99 µM. Q9Y6A5;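 active = mean inhibition of replicates at least 50% and at least half of replicates each reaching 50%; inconclusive = half or more replicates reach 50% but mean below 50%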;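 also: 0% = complete ARNT plus TACC3 wells and 100% = ARNT alone without TACC3; many hits fall short of the cut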
# ERp5 block – ERp5 (human) disulfide isomerase inhibition | ERp5 insulin aggregation, absorbance 650 nm, 90 min | inhibition, % at 9.99 µM | 350,000 compounds, 0.05% hits | AID 651711;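 active = mean replicate inhibition above about 25%, with every replicate also reaching it, limit read from the data, passing the limit was not always enough; inconclusive = only one of those two criteria met; inactive = neither criterion met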
# Target sequence (Q15084 whole entry, looked up): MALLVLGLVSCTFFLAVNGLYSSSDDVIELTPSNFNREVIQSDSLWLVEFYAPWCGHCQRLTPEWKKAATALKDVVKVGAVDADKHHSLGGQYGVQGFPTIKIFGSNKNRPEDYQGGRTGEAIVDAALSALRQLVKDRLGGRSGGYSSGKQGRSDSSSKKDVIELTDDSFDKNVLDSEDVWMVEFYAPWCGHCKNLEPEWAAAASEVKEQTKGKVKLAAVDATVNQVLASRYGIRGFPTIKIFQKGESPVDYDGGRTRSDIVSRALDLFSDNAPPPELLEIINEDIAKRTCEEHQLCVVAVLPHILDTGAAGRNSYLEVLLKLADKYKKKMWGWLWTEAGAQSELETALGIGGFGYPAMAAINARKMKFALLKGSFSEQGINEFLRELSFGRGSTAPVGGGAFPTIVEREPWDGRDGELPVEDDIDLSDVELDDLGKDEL
# Xi reactivation – activators of X-chromosome reactivation in mouse fibroblasts | AID 743238 | XiGFP mouse fibroblasts, % GFP-positive cells imaging, 3 d; cells co-treated with 5-aza-dC sensitizer; scaled so ellipticine positive control = 100% | activation, % at 7.58 µM | 360,000 compounds, 0.055% hits;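 active = mean normalized replicate activation at least 10% and every replicate at or above 10%; inconclusive = only one of the two criteria met; inactive = mean below 10% and not all replicates reach 10%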;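 also: 0% = median of on-plate neutral control wells and 100% = ellipticine 6 µM median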
#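 Material: SV40-immortalized XiGFP fibroblast cells, line 68-5-11 | Buffer or medium: DMEM containing 5-aza-dC | Dosing: One concentration, pinned | Times: 3 d treatment, 15 min room-temperature fixation | Controls: Ellipticine 6 µM positive control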
# An asterisk follows results filed as active; ? = inconclusive; . = no result given.
Molecule	DENV2 CPE rescue	GSIS activator	PAX8 inh HTS	EWS-Fli inh	F508del corr	ARNT-TACC3 inh	ERp5 block	Xi reactivation
N#C[C@@H]1[C@H](c2ccc(C3=CCCC3)cc2)[C@@H](CO)N1C(=O)NC1CCCC1	-1	0	2	19	-1.9	-6	-2	0.0
CCCCNC(=S)N(CCCO)Cc1cc2cc3c(cc2[nH]c1=O)OCO3	6	10	-17	-2	3.8	.	-1	0.0
C[C@H]1CCCCO[C@H](CN(C)CC2CCCCC2)[C@@H](C)CN([C@@H](C)CO)C(=O)c2cc(NC(=O)c3ccncc3)ccc2O1	-3	-7	-6	.	2.1	1	-4	-0.1
COc1ccc(C2(c3ccc(OC)cc3)NC(=O)N(CC(=O)NC3(C#N)CCCC3)C2=O)cc1	7	-18	4	-4	0.2	.	5	0.3
COc1ccc(CC(=O)N/N=C/c2cccn2-c2ccc([N+](=O)[O-])cc2)cc1OC	.	25	5	.	.	34	.	0.1
O=C(O)c1cccnc1SCC(=O)N1CCCc2ccccc21	2	-23	-11	-47	-1.4	-5	-5	0.0
COc1ccccc1NC(=O)N[C@@H]1CC[C@@H](CCNC(=O)c2ccc3c(c2)OCO3)O[C@@H]1CO	7	1	-1	1	-0.3	1	2	0.0
Cc1ccc2cc(/C=N/NC(=O)[C@@H]3CCCN3)c(Cl)nc2c1	2	38	-22	-32	0.7	6	-1	0.0
C[C@@H]1CN([C@@H](C)CO)C(=O)c2cccc(NC(=O)c3cnccn3)c2O[C@H]1CN(C)Cc1ccncc1	5	19	-5	1	2.4	0	-1	-0.8
CN(C)CC#Cc1ccc([C@@H]2[C@H](CO)N3C(=O)CN(C(=O)c4cccnc4)C[C@@H]23)cc1	-3	-8	-42	8	1.0	.	-2	0.3
CCN(CCn1cccn1)C(=O)c1ccc(OC2CCN(C(=O)CCOC)CC2)cc1	1	0	-1	0	-4.4	.	-3	0.2
COc1ccc(S(=O)(=O)N2CCN(C(=S)NCCc3ccccc3)CC2)cc1	4	17	16	6	-4.3	3	5	0.2
COc1ccc(NC(=O)CN2CCN(CC(=O)Nc3ccc(F)cc3F)CC2)cc1	4	0	-20	-7	0.8	23	1	0.2
COc1cc(NC(=O)CSc2nccc(C)n2)c(C)cc1[N+](=O)[O-]	3	.	-13	-1	.	-7	-4	0.0
O=C(NC(Cc1c[nH]c2ccccc12)C(=O)O)c1cccs1 (stereo not drawn)	6	7	17	-3	4.6	-2	2	0.0
COC(=O)CCCC1=CC2=CC(=O)C(C)(OC(=O)c3cccs3)C(=O)C2=CN1CC(C)C (stereo not drawn)	-9	-1	-11	-18	-4.2	8	-4	-0.3
Cc1ccccc1C(=O)N1CCN(C(=O)C(=O)c2cccc(C(F)(F)F)c2)CC1	10	-16	-18	11	-2.0	.	-3	0.1
COc1cc(OC)cc(-c2c(C#Cc3ccsc3)c3cc(-c4ccc5c(c4)OCO5)ccc3n2C)c1	15	5	8	2	4.4	-3	-1	0.0
C[C@@H]1CN([C@H](C)CO)C(=O)c2cc(NC(=O)Cc3ccccc3)ccc2O[C@@H](C)CCCCO[C@H]1CN(C)C(=O)Nc1ccc(F)cc1	-10	-17	1	-3	-1.9	-6	2	0.1
COc1ccc(F)c(-c2nc(CN3CCC(c4ccccc4)CC3)c(C)o2)c1	-1	-24	35	-2	2.8	13	1	0.0
CCOc1ccc(C(CC(=O)O)NC(=O)C(c2ccccc2)c2ccccc2)cc1OC (stereo not drawn)	0	4	-8	4	-0.8	-4	-2	0.2
CC1CCCC(NC(=O)C2CC(=O)N(Cc3ccccc3)C2)C1C (stereo not drawn)	-3	10	1	7	1.0	2	2	0.1
COc1cc(OC)c(N(C)S(=O)(=O)c2cccc(C(=O)NCc3cccs3)c2)cc1Cl	-6	-13	5	12	0.0	.	0	-0.1
CCN(CC(=O)Nc1cccc(OC)c1)CC(=O)Nc1ccc(Br)c(C)c1	-3	-21	2	0	1.0	-26	-1	0.4
C[C@H]1CN([C@@H](C)CO)C(=O)c2cc(NC(=O)C3CC3)ccc2O[C@@H]1CN(C)Cc1ccc(C(=O)O)cc1	4	10	-17	.	-1.1	0	-1	0.2
Cc1ccc(NC(=O)CC(=O)Nc2ccc(C)cc2C)c(C)c1	9	-5	1	0	1.7	-5	2	0.2
c1ccc(CNc2ccc3ccccc3n2)nc1	2	10	.	5	3.1	10	-1	.
CCOC(=O)c1c(C)[nH]c(C)c1S(=O)(=O)N(C)CC(=O)Nc1ccccc1F	9	26	4	1	0.2	13	-8	0.2
CCOc1cc2[nH]c(=O)n(CCCC(=O)NCc3ccc(OC)cc3)c(=O)c2cc1OCC	.	12	-8	.	.	3	-7	.
CCC(C)NC(=O)Cc1ccc(-c2ccccc2)cc1 (stereo not drawn)	.	-2	9	.	.	17	.	0.0
Cc1noc(C)c1CS(=O)(=O)c1ccc([N+](=O)[O-])cc1	7	8	6	9	-0.1	-22	-8	0.0
C[C@@H]1CN([C@@H](C)CO)C(=O)c2cc(NC(=O)Nc3ccccc3)ccc2O[C@H]1CN(C)Cc1ccc(Oc2ccccc2)cc1	-5	-12	7	9	-1.4	-3	-6	-0.1
O=C1CN(C(=O)NCC(=O)N[C@@H](C(=O)O)c2ccccc2)c2ccccc2N1	-2	-4	-10	5	-5.2	-7	-2	0.1
NC(=S)c1cnn2c(-c3cccc(C(F)(F)F)c3)ccnc12	?	13	2	3	-1.0	0	2	0.1
COc1cc(CCC(=O)OCC(=O)Nc2ccc(F)c(F)c2F)cc(OC)c1OC	-1	8	-5	-1	-1.9	-5	-2	0.0
COc1ccc(CCNC(=O)c2ccc3nc(N4CCOCC4)sc3c2)cc1OC	-13	26	-37	0	1.1	-4	10	0.3
C[C@@H]1CN([C@H](C)CO)C(=O)Cc2cc(NC(=O)Nc3ccc(C(F)(F)F)cc3)ccc2O[C@@H]1CN(C)C(=O)Nc1cccc2ccccc12	-5	6	25	14	0.3	-9	-9	0.4
CO[C@@H]1CN(C)C(=O)c2cc(NC(=O)C3CCC3)ccc2OC[C@@H](C)N(Cc2cccnc2)C[C@@H]1C	-3	7	7	-1	1.7	-20	0	-0.1
COc1cc(OC)cc(C(=O)Nn2cc(C(=O)Nc3ccc(F)cc3F)c3ccccc3c2=O)c1	.	-15	-9	.	.	0	.	0.1
CN[C@H](C(=O)NC[C@H]1O[C@@H](n2cnc3c(N)ncnc32)[C@H](O)[C@@H]1O)[C@@H](C)OCc1ccccc1	-5	13	-12	-3	2.0	-2	-6	0.1
COc1ccc2c3c(n(C)c2c1)[C@H](CO)N(C(=O)Cc1ccccn1)CC31CCN(C)CC1	-4	8	.	2	-1.3	.	5	0.1
O=C1OCCN1C(=O)[C@H]1[C@H](c2ccc(F)cc2)C(c2ccc(F)cc2)=NN1c1ccccc1	-16	-8	12	-3	3.7	-7	-2	-0.1
O=C(Nc1ccc(SC(F)F)cc1)c1cc(-c2ccncc2)nc2ccccc12	-3	-8	29	9	5.1	4	1	0.0
Cc1ccc(-c2csc(NCCn3c(C)nc4cc(C(F)(F)F)ccc43)n2)cc1	45*	-4	-10	0	0.1	1	4	0.1
Cc1cc(C)n2c(Nc3ccc4c(c3)OCCO4)c(C3CC3)nc2n1	-4	-2	-24	-7	-0.6	.	1	0.0
Fc1ccccc1CSc1ncnc2c1ncn2C1CCCO1 (stereo not drawn)	7	6	-136	-133	0.2	-22	-2	0.1
C/C(=N\NC(=S)NC(C)C)c1ccc(C(C)(C)C)cc1	3	-15	10	22	0.6	10	2	0.4
CCCNC(=O)N1CCC2(CC1)CN(Cc1ccccc1)[C@H](CO)c1[nH]c3cc(OC)ccc3c12	8	6	.	9	0.5	.	1	0.1
CCOC(=O)C1CCCN(C(=O)Cn2nc(CC)n3c(cc4sccc43)c2=O)C1 (stereo not drawn)	?	.	13	0	0.4	-6	2	0.0
CC1(c2nnnn2Cc2ccccc2)CCC(=O)N1Cc1cccc(C(F)(F)F)c1 (stereo not drawn)	-6	-6	5	-4	-0.4	.	1	0.2
Cc1c(C(=O)N2CCN(c3ccc(F)cc3)CC2)sc2nc3n(c(=O)c12)CCC3	0	-6	-1	.	-3.1	2	-5	0.1
CCOc1cc(N2CCOCC2)c(OCC)cc1NC(=O)c1cccc(N(C)C)c1	3	7	12	-7	1.3	-2	0	0.1
CSc1ccccc1NC(=S)NCc1ccc(Cl)cc1	-2	-15	-114	.	-1.2	-2	2	-0.1
COc1ccccc1C(=O)NN=C1CCN(Cc2ccccc2)CC1	.	-9	15	.	.	-15	.	0.0
CC1(C(=O)NS(=O)(=O)C2CC2)CCCN(C(=O)c2cc3ccccc3s2)C1 (stereo not drawn)	7	-10	.	-2	0.1	.	-4	0.4
Cc1cnn(CCC(=O)NNC(=S)NCC(C)C)c1	.	-1	-6	.	.	-5	.	0.1

# New compounds follow
Molecule	DENV2 CPE rescue	GSIS activator	PAX8 inh HTS	EWS-Fli inh	F508del corr	ARNT-TACC3 inh	ERp5 block	Xi reactivation
CC1CN(S(=O)(=O)c2ccc(C(=O)N(CCCN(C)C)c3nc4c(Cl)cccc4s3)cc2)CC(C)O1 (stereo not drawn)	-3	-57	-7	-8	-1.6	4	-2	0.3
COc1ccc(S(=O)(=O)Nc2ccc3c(c2)CC(=O)N([C@@H](C)CO)C[C@H](C)[C@@H](CN(C)CC2CCCCC2)O3)cc1	?	-5	.	16	1.9	-3	-3	0.0
CCCNC(=O)C[C@@H]1CC[C@H]2[C@@H](COc3ccc(NC(=O)Nc4ccccc4F)cc3C(=O)N2C)O1	-1	-2	2	7	0.7	-4	-2	0.2
CCCCn1c(N)c(N(CC(C)C)C(=O)CSc2n[nH]c(-c3ccc(C)cc3)n2)c(=O)[nH]c1=O	-4	7	-3	-18	4.6	0	2	-0.1
C[C@@H]1CN([C@@H](C)CO)C(=O)Cc2cc(N(C)C)ccc2O[C@H]1CN(C)C(=O)Nc1ccc(C(F)(F)F)cc1	9	-16	8	1	-0.4	3	-1	-0.2
C[C@@H]1CN([C@@H](C)CO)C(=O)Cc2cc(NC(=O)Cn3cnnn3)ccc2O[C@@H]1CN(C)Cc1ccc(Oc2ccccc2)cc1	2	-3	15	70*	-1.9	-2	-3	-1.1
CC(=O)c1ccc(N2CCN(C(=O)c3cn(Cc4ccccc4)nc3-c3cccnc3)CC2)c(F)c1	-3	-31	9	2	-4.7	2	-5	0.7
N#Cc1ccc(OC(=O)c2cnccn2)cc1	-3	-7	-15	-11	0.0	2	-3	0.0
N#CC(C#N)=C(N)CSc1cccc[n+]1[O-]	5	3	2	-5	-1.8	-4	1	0.0
CC1(C(=O)Nc2ccc3c(c2)OCCO3)CCC(=O)N1CCc1c[nH]c2ccccc12 (stereo not drawn)	.	-5	12	-1	0.8	.	1	-0.1
Cc1noc(C)c1NC(=O)N(C)C[C@H]1Oc2ccc(NC(=O)NC(C)C)cc2CC(=O)N([C@H](C)CO)C[C@@H]1C	5	18	-33	-4	-3.3	7	1	-1.1

# High-throughput results deposited in PubChem by Broad Institute.

# This is a random part of the collection; overall some 4.2% were active at least once.
